Source: PubChem
CendR NRP1 mod: modulators of CendR peptide binding to NRP-1, primary screen, biochemical, fluorescence polarization, uHTS; AID 602438, 2012; FAM-RPARPAR peptide binding to NRP-1; Neuropilin-1 (Homo sapiens), O14786; hit rate 0.85% among 360,000; inhibition, % at 25 µM;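 active = inhibition or corrected inhibition above about 18%, plus a signal ratio from 0.5 to 1.5, limit read from the data, passing the limit was not always enough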; note: strong numbers were not always called active
E coli Lon inh: inhibitors of E. coli Lon protease, primary screen, biochemical, fluorescence polarization; P0A9M0; purified E. coli Lon protease; inhibition, % at 7.94 µM; hit rate 0.42% among 360,000; in the data active = inhibition above about 13%, passing the limit was not always enough;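 note: 0% = enzyme with probe and DMSO and 100% = no enzyme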
Neddylation inh: inhibitors of cullin neddylation, primary screen, biochemical, TR-FRET, uHTS, NAE and Ubc12; NEDD8-conjugating enzyme Ubc12 (Homo sapiens) + NEDD8-activating enzyme E1 regulatory …; calls only at 25 µM; hit rate 0.58% among 360,000; AID 651699, 2012; in the data active = inhibition above about 36%
bovine MsrA act: bovine MsrA enzyme activators, primary screen, biochemical, absorbance, HTS | Methionine sulfoxide reductase A (Bos taurus) | purified bovine MsrA, absorbance read-out | activation, % at 10.6 µM | hit rate 0.3% among 360,000 | AID 602163, 2012; in the data active = activation above about 7.5%;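 note: 0% = vehicle and 100% = reference activator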
Rin1-Abl PPI inh: inhibitors of Rin1-Abl protein binding, primary screen, biochemical, TR-FRET | Tyrosine-protein kinase ABL1 (Homo sapiens) + Ras and Rab interactor 1 (Homo sapiens), … | inhibition, % at 7.35 µM | hit rate 0.4% among 360,000 | AID 588664, 2011; in the data active = inhibition above about 5%, passing the limit was not always enough
FAS TE block: FAS thioesterase domain inhibitors, primary screen, biochemical, fluorescence intensity, uHTS; hit rate 0.67% among 360,000; Fatty acid synthase (Homo sapiens), P49327; AID 602261, 2012; recombinant FAS-TE, OMFH fluorogenic substrate, fluorescence endpoint; inhibition, % at 15 µM;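 active = compounds whose normalised, plate-corrected inhibition of enzyme fluorescence in the single-dose primary screen is 50% or more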;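 note: 0% = DMSO with enzyme and 100% = substrate without enzyme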
Target sequence (P49327 whole entry, looked up, the tested form may be a part): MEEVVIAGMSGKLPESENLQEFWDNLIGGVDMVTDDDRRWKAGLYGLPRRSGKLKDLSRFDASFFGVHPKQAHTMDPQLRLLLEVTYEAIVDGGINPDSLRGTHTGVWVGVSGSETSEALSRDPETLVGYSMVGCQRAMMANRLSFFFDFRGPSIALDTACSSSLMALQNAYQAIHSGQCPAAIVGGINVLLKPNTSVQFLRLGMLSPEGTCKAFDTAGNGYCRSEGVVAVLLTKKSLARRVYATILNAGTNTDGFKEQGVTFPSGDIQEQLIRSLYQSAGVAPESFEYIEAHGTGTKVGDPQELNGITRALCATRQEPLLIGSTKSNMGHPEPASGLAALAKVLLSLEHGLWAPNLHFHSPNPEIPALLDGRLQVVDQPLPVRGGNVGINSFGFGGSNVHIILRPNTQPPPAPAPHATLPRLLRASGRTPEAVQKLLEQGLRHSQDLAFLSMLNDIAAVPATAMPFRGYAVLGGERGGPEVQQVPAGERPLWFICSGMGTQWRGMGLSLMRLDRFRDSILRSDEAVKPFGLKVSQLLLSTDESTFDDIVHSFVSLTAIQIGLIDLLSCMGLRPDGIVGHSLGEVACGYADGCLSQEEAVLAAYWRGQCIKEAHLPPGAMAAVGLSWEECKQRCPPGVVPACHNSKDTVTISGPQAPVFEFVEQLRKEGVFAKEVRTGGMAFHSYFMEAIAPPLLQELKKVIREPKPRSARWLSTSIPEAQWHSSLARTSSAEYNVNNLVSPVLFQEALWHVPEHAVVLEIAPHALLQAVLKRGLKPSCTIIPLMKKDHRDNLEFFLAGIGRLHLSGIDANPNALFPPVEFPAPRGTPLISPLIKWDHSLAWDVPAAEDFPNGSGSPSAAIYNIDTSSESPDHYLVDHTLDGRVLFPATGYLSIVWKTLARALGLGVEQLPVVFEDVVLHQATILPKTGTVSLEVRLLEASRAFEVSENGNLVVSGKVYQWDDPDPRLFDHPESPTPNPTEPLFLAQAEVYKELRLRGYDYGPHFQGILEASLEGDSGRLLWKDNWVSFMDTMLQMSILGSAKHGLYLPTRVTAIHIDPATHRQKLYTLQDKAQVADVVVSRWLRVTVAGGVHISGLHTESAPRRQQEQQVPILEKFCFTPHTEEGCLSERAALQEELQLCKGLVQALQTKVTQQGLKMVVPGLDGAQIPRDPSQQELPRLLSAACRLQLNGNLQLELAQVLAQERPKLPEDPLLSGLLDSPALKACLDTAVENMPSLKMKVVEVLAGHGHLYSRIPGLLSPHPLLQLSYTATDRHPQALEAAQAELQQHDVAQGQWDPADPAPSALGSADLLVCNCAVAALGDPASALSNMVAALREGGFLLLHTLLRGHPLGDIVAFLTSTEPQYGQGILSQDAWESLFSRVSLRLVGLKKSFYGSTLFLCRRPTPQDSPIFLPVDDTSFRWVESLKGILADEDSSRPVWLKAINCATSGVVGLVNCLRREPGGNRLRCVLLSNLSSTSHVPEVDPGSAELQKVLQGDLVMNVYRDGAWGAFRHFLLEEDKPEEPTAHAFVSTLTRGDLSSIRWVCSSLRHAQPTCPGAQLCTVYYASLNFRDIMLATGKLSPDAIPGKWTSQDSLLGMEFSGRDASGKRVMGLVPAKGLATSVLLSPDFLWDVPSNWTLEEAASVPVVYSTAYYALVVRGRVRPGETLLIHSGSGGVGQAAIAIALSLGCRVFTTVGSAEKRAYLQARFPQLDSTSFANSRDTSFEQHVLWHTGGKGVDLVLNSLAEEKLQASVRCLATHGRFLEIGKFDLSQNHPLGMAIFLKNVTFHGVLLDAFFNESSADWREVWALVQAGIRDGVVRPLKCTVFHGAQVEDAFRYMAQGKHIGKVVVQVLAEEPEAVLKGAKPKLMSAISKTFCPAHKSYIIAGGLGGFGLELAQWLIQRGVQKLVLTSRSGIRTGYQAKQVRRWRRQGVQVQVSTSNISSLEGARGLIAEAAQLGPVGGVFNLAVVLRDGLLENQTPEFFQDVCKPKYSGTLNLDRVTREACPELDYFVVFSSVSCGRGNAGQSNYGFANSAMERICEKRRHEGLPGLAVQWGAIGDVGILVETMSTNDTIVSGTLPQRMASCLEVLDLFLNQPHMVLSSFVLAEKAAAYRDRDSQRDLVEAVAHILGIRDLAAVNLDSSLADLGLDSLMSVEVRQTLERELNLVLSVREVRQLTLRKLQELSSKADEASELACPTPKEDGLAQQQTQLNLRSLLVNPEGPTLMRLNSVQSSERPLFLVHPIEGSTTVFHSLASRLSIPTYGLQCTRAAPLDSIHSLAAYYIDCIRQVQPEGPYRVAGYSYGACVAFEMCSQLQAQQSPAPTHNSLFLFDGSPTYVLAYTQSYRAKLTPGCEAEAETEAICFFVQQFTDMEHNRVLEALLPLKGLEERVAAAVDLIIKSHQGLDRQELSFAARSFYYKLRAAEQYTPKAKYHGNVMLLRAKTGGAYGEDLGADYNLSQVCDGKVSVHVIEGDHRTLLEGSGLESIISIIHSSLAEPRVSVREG
SKN-1 block: suppressors of acrylamide-induced Pgst-4::GFP reporter in worms, primary screen, SKN-1 inhibitor project, whole organism, uHTS, GFP/RFP fluorescence ratio, strain VP596; hit rate 0.49% among 360,000; AID 624304, 2012; inhibition, % at 21.8 µM; C. elegans VP596 Pgst-4::GFP/RFP ratio, 24 h;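 active = interference check ratio from 0.5 to 1.5 plus GFP to RFP signal ratio inhibition reaching or exceeding a fixed threshold, cut at about 30% in these data, passing the limit was not always enough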; note: some compounds called inactive have numbers as strong as hits
MLLE-PAM2 inh: inhibitors of PABP1 MLLE–PAM2 peptide binding, primary screen, biochemical, fluorescence polarization, FITC-PAM2, GST-MLLE. Polyadenylate-binding protein 1 (Homo sapiens), P11940. inhibition, % at 20 µM. hit rate 0.36% among 360,000. AID 588489, 2011; in the data active = inhibition above about 35%, passing the limit was not always enough;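 note: plate controls were DMSO wells with GST-MLLE for no effect and wells lacking GST-MLLE protein for full effect; some results filed as inactive read as strong as hits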
MT1-MMP act inh: blockers of MT1-MMP proenzyme processing, primary screen, HT1080 RFP-PRO-GFP cells, GFP/RFP fluorescence. GFP/RFP ratio fluorescence, overnight; percent of plate control window, DMSO zero. GFP/RFP ratio change, % at 20 µM. hit rate 0.061% among 360,000. AID 651647, 2012;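 active = GFP/RFP ratio change of at least 30% with cell ATP level not reduced by more than half and red fluorescence within 50% of control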; note: strong numbers were not always called active
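Assay system: HT1080 cells carrying an RFP-PRO-GFP reporter | Dosing: Single dose of 20 µM compound, 1% DMSO final | Incubation: Cells overnight before dosing, compound overnight, 37 °C, 5% CO2 | Evaluation: GFP/RFP fluorescence ratio | Control set: DMSO and RFP-L50D-GFP cell wells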
* = called active by the depositor; i = inactive; . = not tested or not shown; + = active, no number.

Below each SMILES: CendR NRP1 mod, Neddylation inh, FAS TE block, E coli Lon inh, SKN-1 block, Rin1-Abl PPI inh, MLLE-PAM2 inh, MT1-MMP act inh, bovine MsrA act
1	COC(=O)c1ccc(NC(=O)CCCCCn2nnc3ccccc3c2=O)cc1
  9, i, 5, -10, -1, 1, 0, -1, 1
2	CC1CCN(C(=O)CSc2nnc(Cc3cccn3C)n2-c2ccc(F)cc2)CC1
  0, i, -6, -9, 1, -2, -24, -3, -1
3	S=c1nc(C2CC2)n(-c2ccccc2)[nH]1
  -10, i, -5, -18, -1, 0, 18, 2, 1
4	Cc1ccc2c(c1)nnn2C1CCN(CC(=O)NNC(=O)c2ccco2)CC1
  -11, i, -8, 3, 7, -3, 8, 0, -1
5	CC(=O)Nc1ccc(OCCOc2ccc([N+](=O)[O-])cc2)cc1
  14, i, 4, -1, 5, -1, -7, 2, -3
6	Cc1cc(SCC(=O)NC2(C#N)CCCCC2)nc2c(C)cccc12
  7, i, 17, -14, 10, -59, -8, -7, -1
7	COc1ccc(N2CCN(C(=O)CSc3ccc(C)cc3)CC2)cc1
  -3, i, -7, -7, -6, 2, 4, 1, -12
8	CCCCc1cc(=O)oc2cc(C)cc(OC(C)C(=O)NCC3CCC(C(=O)O)CC3)c12 (centres undefined)
  -12, ., -2, 0, 19, -1, 7, 5, -1
9	Cc1cccc(NC(=O)c2ccc(F)c(S(=O)(=O)NCc3ccco3)c2)c1
  11, i, 2, -2, 3, 2, 7, -1, -11
10	O=C(NC1CCCCCC1)c1cc(=O)[nH]c2ccc(S(=O)(=O)N3CCOCC3)cc12
  10, i, 0, 3, 1, -2, -35, -1, -1
11	O=C(Nc1cccc(C(=O)N2CCOCC2)c1)c1cncc(Br)c1
  4, i, -6, -3, 2, 3, -128, -2, -3
12	CN(C)C(=O)c1cc([N+](=O)[O-])cc([N+](=O)[O-])c1N(C)C
  -5, i, -11, -7, 11, 2, 0, 4, -8
13	Cc1ccc2c(c1)c(/C=C/c1cc[n+](C)cc1)c(C)n2C
  141, i, -74, i, 57, -117, 16, -3, -1
14	CCOc1ccc(/C=C2\SC(=S)N(CC(=O)Nc3ccccn3)C2=O)cc1
  18, i, 0, 2, -5, 0, -8, -2, -1
15	O=C(O)c1cscc1-c1cccc2ccccc12
  10, i, -8, -8, 23, -2, 9, 2, -2
16	O=C(CN1C(=O)C2CC=CCC2C1=O)Nc1nc(-c2ccc(F)c(F)c2)cs1 (centres undefined)
  5, i, 13, -2, 4, 2, 2, 6, -2
17	COc1ccc(CCC(=O)Nc2c(C)n(C)n(-c3ccccc3)c2=O)cc1
  12, i, -9, 0, -4, 3, 2, -2, -8
18	O=[N+]([O-])c1ccccc1Oc1ccc(C(F)(F)F)cn1
  2, i, -2, 3, 14, 1, -1, 0, -5
19	CCNC(=S)NS(=O)(=O)c1ccc(CC)cc1
  2, i, -7, 6, -15, 1, 33, -4, 1
20	c1ccc(CNc2ccc3c(c2)ncn3C2CCCCC2)nc1
  5, i, -8, -8, 6, 4, 23, 6, -3
21	COc1ccccc1NC(=O)CN1CCN(CC(=O)Nc2ccc(OCc3ccccc3)cc2)CC1
  -1, i, 20, -3, -12, 2, 9, 3, -7
22	Cc1c(NC(=O)CSc2nc3ccccc3c(=O)n2C(C)C)c(=O)n(-c2ccccc2)n1C
  -11, i, -6, 0, 3, 2, 1, -2, -2
23	CS(=O)(=O)c1ccc(Cl)c(NC(=O)COC(=O)c2cccc(S(=O)(=O)N3CCCC3)c2)c1
  -2, i, -1, 3, 9, 0, -17, 4, -2
24	Nc1cc(Cl)ccc1N1CCCCCC1
  6, i, 2, 3, 11, 0, -1, -3, 0
25	CC(C)=C1C2CCC1C1C(=O)N(c3ccc4c(c3)OCO4)C(=O)C21 (centres undefined)
  -9, i, -8, 3, 6, 0, -20, -10, -2
26	COc1cc2c3c(c1)-c1c(sn(-c4cc(OC)ccc4OC)c1=S)C(C)(C)N3C(=O)C2=O
  4, i, -3, 2, -14, 0, 1, 12, 0
27	CCN(c1ccccc1)S(=O)(=O)c1ccc(C(=O)Nc2ncccc2O)cc1
  1, i, -10, 4, 1, -5, 0, 4, 0
28	Cc1[nH]c2ccc(C(=O)N3CCC(C(N)=O)CC3)cc2c1C
  -8, i, -4, 9, 4, 1, -7, -4, 6
29	COc1ccc2[nH]c(=O)c(-c3nnn(-c4ccc(Cl)nc4)n3)cc2c1
  1, +, -12, -12, 9, 0, -4, 1, -5
30	CCOc1ccc(/C=N/NC(=O)C2CC2)cc1OC
  8, i, -4, 1, 19, -2, -3, -2, -4
31	CCN1CCN(c2cc(-c3ccccc3)nc3cc(-c4cccc(F)c4)nn23)CC1
  -2, ., 16, 6, 21, -3, -6, -11, -2
32	CN(c1cccc(NC(=O)CN(c2ccc(Cl)c(Cl)c2)S(=O)(=O)c2ccccc2)c1)S(C)(=O)=O
  6, i, 16, -4, -5, 0, 9, -5, -11
33	Cc1ccc(S(=O)(=O)Cn2nnnc2C(C(C)C)N2CCC(O)CC2)cc1 (centres undefined)
  9, i, 1, -1, -1, 0, -5, 0, -1
34	CN(C(=O)c1ccc2c(c1)OCO2)C1CCCCC1
  4, i, -3, -5, -10, 0, 0, 4, -2
35	Nc1ccc(C(=O)N/N=C2\CCCc3c2[nH]c2ccccc32)cc1
  -4, +, 0, -4, -15, -4, 6, 8, -6
36	Cn1cnnc1SCC(=O)Nc1ccccc1F
  -18, i, -1, -9, -6, 1, 7, 1, -5
37	CCN1CCN(C(c2cccs2)C(C)NS(=O)(=O)c2ccc(Br)cc2)CC1 (centres undefined)
  9, i, -2, -3, 7, 1, -11, -8, -2
38	NC(=O)NS(=O)(=O)Oc1ccccc1
  12, i, -9, -11, 1, 0, 7, -4, -3
39	COC(=O)c1ccc(CN2CCN(CC(C)C)C(CCO)C2)cc1 (centres undefined)
  -16, i, -8, 3, 2, -2, 14, 3, -4
40	C=CCNC(=O)c1ccc(C2SCC(=O)N2Cc2ccccc2)cc1 (centres undefined)
  13, i, -3, -1, 4, -2, 20, -1, -4
41	CCN(CC(=O)Nc1c(F)cccc1F)C(=O)CNC(=O)c1ccc2c(c1)OCO2
  12, i, -1, 0, 15, 2, 6, -1, -1
42	CC(=NCCc1ccccc1)C1=C(O)COC1=O
  12, i, -7, 2, -16, 2, -10, -1, -12
43	O=C(CN1CCN(c2ccccc2)CC1)N1CCc2[nH]c3ccccc3c2C1
  -7, i, 0, -4, 3, 1, -16, -5, -1
44	Cc1cc(/C=C2\SC(=S)NC2=O)cc(C)c1O
  -132, i, -6, -99, 0, 0, -45, -12, -4
45	NS(=O)(=O)c1ccc(NC(=O)COC(=O)c2cn(-c3ccccc3)nc2-c2ccc(F)cc2)cc1
  6, i, -8, -1, -1, -14, -2, 5, -7
46	O=C(Nn1cnc2ccccc2c1=O)c1ccc([N+](=O)[O-])cc1Cl
  -6, i, -3, -5, -7, 0, 20, -3, -1
47	CC(=O)Nc1ccc(/C(C)=N/NC(=O)c2ccc(CN3CCOCC3)cc2)cc1
  -1, i, -4, 2, 4, 1, -4, 4, 0
48	CCOC(=O)c1c(NC(=O)COC(=O)CCNS(=O)(=O)c2ccccc2)sc(C(=O)N(C)C)c1C
  -10, i, -2, -6, -5, -3, -23, -4, -3
49	CCOc1ccc(S(=O)(=O)Nc2ccccc2C(=O)N2CCCC2)cc1
  -4, i, -7, 3, 0, 0, 3, 3, -3
50	CC(=O)N1CCN(S(=O)(=O)c2cccc(C(=O)NNC(=O)Cn3nc(C)cc3C)c2)CC1
  0, i, -6, 8, 25, -2, -1, 9, -1
51	CC(=O)OCC(=O)C1(O)CCC2C3CC(F)C4=CC(=O)CCC4(C)C3C(=O)CC21C (centres undefined)
  20, i, -5, 11, -4, 1, 7, -5, -2
52	O=C(O)CCCN1C(=O)/C(=C/c2ccncc2)SC1=S
  2, i, -6, -4, 19, 0, 31, 0, -1
53	O=P(C(=NCCO)NO)(N1CCOCC1)N1CCOCC1
  6, i, -7, -10, 0, 1, 9, 0, -1
54	CCc1nn2c(=O)cc(COc3ccc(/C=C4\C(=N)N5N=C(C)SC5=NC4=O)cc3)nc2s1
  -18, i, -5, -4, -2, 1, -3, -9, -3
55	Cc1cccn2c(=O)c(C=O)c(NCc3ccccc3)nc12
  -5, i, 31, -3, -5, -5, -8, -1, -3
56	Cc1cccc(NC(=O)CCNC(=O)c2ccccc2Cl)n1
  12, i, -1, -3, 3, 2, 11, 2, -1
57	Cc1ccccc1SCC(=O)Nc1ccc(N2CCOCC2)cc1
  -2, i, 1, -3, -7, 0, 20, 0, -5
58	COc1cc(SC)ccc1C(=O)Nc1ccc(C)cc1C
  4, ., 7, ., -6, ., 12, -1, .
59	O=C(NC1CCC(O)CC1)c1cccnc1Sc1ccccc1Cl (centres undefined)
  14, i, -5, 0, -2, 2, 5, 1, -6
60	Cc1n[nH]c(=O)c2c(NC(=O)COC(=O)c3cc(F)cc(F)c3)oc(C)c12
  1, i, -11, 2, -7, -2, -5, ., -13

The listing continues.
Below each SMILES: CendR NRP1 mod, Neddylation inh, FAS TE block, E coli Lon inh, SKN-1 block, Rin1-Abl PPI inh, MLLE-PAM2 inh, MT1-MMP act inh, bovine MsrA act
61	O=C(CCl)Nc1c2c(nn1-c1ccccc1)CSC2
  7, i, 0, 3, 3, -1, -5, 1, -3
62	N#Cc1cccc(NC(=O)N2CCC(c3nc4c(nnn4Cc4cccc(Cl)c4)c(=O)[nH]3)CC2)c1
  3, i, 20, 2, 23, 3, 11, 8, -11
63	COc1ccc(C(=O)NCCCn2cccn2)cc1OC1CCN(C(C)=O)CC1
  -1, i, -1, -13, -7, -1, 9, -2, -3
64	Cc1ccc(N=C2NC(=O)/C(=C/c3cccs3)S2)cc1C
  -120, i, -1, -46, 18, 0, -88, -42, -3
65	CCOC(=O)C1=C(c2ccccc2)N=C2SCC(=O)N2C1c1ccc(OC)c(OC)c1 (centres undefined)
  -3, i, -6, -4, 3, -7, 7, 6, -7
